PKA-R2B act = activates the human PKA-R2B holoenzyme complex. 340,000 compounds, 0.079% hits. activation, % at 11.4 µM. PKA-R2B holoenzyme dissociation, Cy5-IP20 fluorescence polarization; R2B truncated from residue 108, S112A mutant; 0% DMSO only, 100% 113 µM cGMP. P22694+P31323. AID 504700;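 active = activation above a cutoff set at the mean over all compounds plus 3 SD, cut at about 18% in these data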;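 also: higher means more holoenzyme dissociation and a rise in polarization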
HTR5A inv ag = counter-screen for OPRM1-OPRD1 inverse agonists: human HTR5A inverse agonism | HTR5A cell line, luminescence | inhibition, % at 9.3 µM | 340,000 compounds, 0.083% hits; in the data active = inhibition mostly above about 23%, no sharp cut-off; inactive = mostly below about 18%;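 also: 0% = cells with DMSO and 100% = no-cell wells with DMSO; some compounds called inactive have numbers as strong as hits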
Arrestin-AP2 inh = inhibitors of human beta-arrestin and AP2 interaction; FITC-arrestin peptide / GST-AP2 beads, flow cytometry; AP2 beta2 appendage carries R879A mutation; inhibition, % at 10 µM; 340,000 compounds, 0.31% hits; AID 504490;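 active = inhibition above a set limit, near 3 SD of compounds lacking own fluorescence, cut at about 54% in these data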;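 also: plate controls were DMSO wells for no effect and 5 µM unlabelled arrestin peptide for full effect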
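Material – GST-tagged AP2 beta2-adaptin appendage (R879A) on 4 µm glutathione beads · Probe or stimulus – fluorescein-tagged arrestin peptide at 50 nM final · Timing – 12 min plus 1 h, RT · Detection – bead flow cytometry, FITC channel · Read-out basis – inhibition as reduced fluorescein signal on beads, percent · Medium – PBS plus Tween 20 (0.05%) and BSA (0.1%)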
HTR5A ag = counter-screen for OPRM1-OPRD1 agonists: human HTR5A agonism; P47898; HTR5A agonist assay, luminescence, cell-based; activation, % at 9.3 µM; 340,000 compounds, 0.61% hits; AID 504692; in the data active = activation mostly above about 9.5%, no sharp cut-off; inactive = mostly below about 7.6%;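 also: 0% = cells with vehicle only and 100% = reference agonist; strong numbers were not always called active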
V-ATPase pHluor = regulators of yeast V-ATPase proton transport. S. cerevisiae, pHLuorin cytosolic pH fluorescence. response, % at 10 µM. 350,000 compounds, 0.37% hits. AID 504577; in the data active = response mostly above about 7.3%, no sharp cut-off; inactive = mostly below about 5.4%; also: actives read high; inactives centre near 0; some compounds called inactive have numbers as strong as hits; reference of the scale not given here
MOR-DOR ag = OPRM1-OPRD1 heterodimerization agonism; P35372+P41143; cells, luminescence; activation, % at 9.3 µM; 340,000 compounds, 0.3% hits; in the data active = activation above about 18%;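 also: 0% = vehicle-treated cells and 100% = reference agonist; values of inactives mirror those of a sister screen read the other way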
OPRM1-OPRD1 inv = inverse agonists of human mu-delta opioid receptor heterodimerization | cell-based MOR-DOR heterodimer luminescence, inverse agonism | inhibition, % at 9.3 µM | 340,000 compounds, 0.21% hits; in the data active = inhibition above about 22%, passing the limit was not always enough;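 also: 0% = cells with DMSO and 100% = wells without cells with DMSO; values of inactives mirror those of a sister screen read the other way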
DAGLB inh = diacylglycerol lipase beta (human) inhibition | Q8NCG7 | HEK293T DAGLB membrane lysate, EnzChek fluorogenic substrate | inhibition, % at 5.17 µM | 340,000 compounds, 0.059% hits | AID 504411; in the data active = inhibition above about 34%;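 also: 0% = enzyme with vehicle and 100% = wells lacking enzyme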
PKA-R1A act = activates the PKA-R1A holoenzyme complex. PKA-R1A dissociation, Cy5-IP20 fluorescence polarization; scaled: DMSO 0%, 113 µM cGMP 100%. AID 504707. 340,000 compounds, 0.083% hits. activation, % at 11.4 µM. P00514+P68181;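 active = percent activation above the mean of all tested compounds plus 3 SD, cut at about 19% in these data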;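 also: higher means more PKAc released from R1A so a rise in polarization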
Pemphigus Ab inh = inhibitors of pemphigus antibody binding to human desmoglein-3; P32926; DSG3-coupled beads, scFv-anti-DSG3-GFP binding, flow cytometry; hits give low values; binding (percent of control), % at 10 µM; 310,000 compounds, 0.48% hits;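 active = binding more than 3 SD below its plate's average and above zero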;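 also: hits lower antibody fragment binding to DSG3; some compounds called inactive have numbers as strong as hits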
Target sequence (P32926 whole entry, looked up, the tested form may be a part): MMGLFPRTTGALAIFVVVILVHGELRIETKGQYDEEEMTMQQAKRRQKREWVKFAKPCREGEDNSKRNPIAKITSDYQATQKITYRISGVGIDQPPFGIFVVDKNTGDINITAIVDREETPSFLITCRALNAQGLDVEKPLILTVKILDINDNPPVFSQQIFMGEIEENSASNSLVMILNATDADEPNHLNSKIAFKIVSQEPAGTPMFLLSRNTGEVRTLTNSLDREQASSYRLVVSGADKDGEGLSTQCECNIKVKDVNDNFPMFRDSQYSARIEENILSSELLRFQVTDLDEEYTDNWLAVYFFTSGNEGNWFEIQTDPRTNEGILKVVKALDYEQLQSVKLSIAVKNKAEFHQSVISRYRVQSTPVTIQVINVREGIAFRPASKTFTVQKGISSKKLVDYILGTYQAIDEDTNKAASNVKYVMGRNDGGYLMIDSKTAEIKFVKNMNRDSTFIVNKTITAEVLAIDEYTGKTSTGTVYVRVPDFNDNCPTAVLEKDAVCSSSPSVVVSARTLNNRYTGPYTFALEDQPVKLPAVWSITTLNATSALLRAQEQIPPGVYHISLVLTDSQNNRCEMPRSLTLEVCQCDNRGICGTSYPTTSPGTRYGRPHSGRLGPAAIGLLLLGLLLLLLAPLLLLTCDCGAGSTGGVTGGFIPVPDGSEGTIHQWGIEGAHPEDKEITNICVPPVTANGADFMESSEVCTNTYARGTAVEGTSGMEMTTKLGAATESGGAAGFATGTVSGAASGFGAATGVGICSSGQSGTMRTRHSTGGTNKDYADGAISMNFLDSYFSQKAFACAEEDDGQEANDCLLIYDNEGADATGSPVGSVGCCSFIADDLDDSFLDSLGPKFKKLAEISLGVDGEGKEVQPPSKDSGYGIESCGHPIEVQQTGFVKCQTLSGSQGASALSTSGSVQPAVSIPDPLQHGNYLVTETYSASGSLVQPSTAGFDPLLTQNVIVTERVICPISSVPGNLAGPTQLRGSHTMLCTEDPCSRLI
Starred values were filed as active, the others as inactive; / = no result given.

SMILES	PKA-R2B act	HTR5A inv ag	Arrestin-AP2 inh	HTR5A ag	V-ATPase pHluor	MOR-DOR ag	OPRM1-OPRD1 inv	DAGLB inh	PKA-R1A act	Pemphigus Ab inh
COc1ccc(-c2nnn(-c3ccc(Cl)cc3Cl)c2N)cc1	1	-11	6	4	0	-1.0	5	-1	-7	/
COC(=O)C1CCN(S(=O)(=O)c2ccc(Br)s2)CC1	7	11	7	-1	-1	-0.7	3	-1	-7	/
Cc1ccc(C(NC(=O)/C=C\c2ccc3c(c2)OCO3)C(=O)Nc2ccc3c(c2)OCO3)cc1 (stereo unspecified)	-4	5	1	-2	2	-3.5	19	4	-2	107
CCC(C)n1cnc2c(c1=O)c1nc3ccccc3nc1n2Cc1ccccc1OC (stereo unspecified)	1	-5	0	-2	-1	-1.7	9	-2	-6	99
O=C1CCC(C(=O)OCc2ccccc2)N1 (stereo unspecified)	8	8	-22	-1	-7	-2.3	12	2	13	99
c1ccc2nc3c(ccc4ccccc43)cc2c1	-18	-9	-2	2	-2	1.6	-9	-6	2	97
O=C(COC(=O)c1cccc(F)c1)Nc1cccc(S(=O)(=O)N2CCOCC2)c1	-9	/	/	/	/	/	/	4	-7	98
COC(=O)C(CCSC)NC(=O)C(NC(=O)C1CCC(C)CC1)C(C)C (stereo unspecified)	11	9	14	3	0	-2.6	11	-3	-1	104
Cn1c(=O)c(=O)n(C)c2cc(S(=O)(=O)N3CCN(C4CCCCC4)CC3)ccc21	-9	-4	-1	1	0	-2.0	10	-2	-8	98
CCn1c(SCC(=O)Nc2ccc3c(c2)OCCO3)nnc1-c1c[nH]c2ccccc12	-9	-11	5	4	3	-0.3	2	2	-9	103
O=C(OCC(=O)N1CCCc2ccccc21)C1CCN(S(=O)(=O)c2cccs2)CC1	3	16	-11	3	0	-3.7	15	-2	-5	110
COc1ccc(CC2(CO)CCN(S(=O)(=O)N(C)C)CC2)cc1	-2	-6	53	2	-3	-3.2	17	-1	-10	95
CC(=O)c1cc(C(=O)NC2CCCc3c2cnn3-c2cc(C)cc(C)c2)[nH]n1 (stereo unspecified)	-2	5	40	-1	0	-2.4	13	-2	-1	124
CC1=C(C#N)C(c2ccc3ncccc3c2)C(C#N)=C(C)N1	2	6	26	2	3	-0.7	4	1	5	122
Cc1cccc(OCc2nc(C#N)c(N3CCCC3)o2)c1	-3	-5	-12	-1	-3	-1.6	9	-5	-2	112
Cc1ccc(NS(=O)(=O)c2cccs2)cc1S(=O)(=O)N1CCCCCC1	-2	0	22	0	5	-0.6	3	-2	5	102
Cc1ccc2c(CC(=O)OCC(=O)N(CC(C)C)c3c(N)n(Cc4ccccc4)c(=O)[nH]c3=O)coc2c1	8	24	-6	-9	-2	1.4	-9	4	8	99
COc1ccc(S(=O)(=O)N2CCN(c3ncnc4c(-c5ccccc5)nsc34)CC2)cc1	-3	-13	-7	5	4	-2.5	15	-1	1	/
CCc1ccc(/C=C2\SC(=S)N(CCCC(=O)Nc3nccs3)C2=O)cc1	9	15	8	-2	-3	-3.9	20	-1	-3	90
COc1cc(-n2c(=O)c3ccccc3n(CC(=O)OCc3ccccc3)c2=O)cc(OC)c1OC	-4	-8	6	3	0	-0.9	5	2	-7	96
Cc1cc(C(=O)O)ccc1-c1ccc(/C=C2\NC(=O)N(Cc3ccc(F)cc3)C2=O)o1	-6	0	18	0	-2	-3.9	21	4	-4	95
O=C(C[C@@H]1C/C=C\CCC(=O)OC[C@@H]2CCCN2C1=O)NCCO	2	3	-1	5	-4	-2.2	10	-4	-5	103
O=C(Nc1ccccc1C(=O)N1CCN(c2cccc(Cl)c2)CC1)C1=CSCCO1	0	-3	25	1	2	-2.6	13	1	-8	106
COCCN1C=C(C(=O)OC)C(c2ccccc2C(F)(F)F)C(C(=O)OC)=C1	-20	26	-8	-2	3	-2.2	12	1	8	66
Cc1nc2ccccc2nc1N/N=C/c1ccc(O)cc1O	3	-8	-21	3	-3	-0.3	2	2	3	102

(further entries)
SMILES	PKA-R2B act	HTR5A inv ag	Arrestin-AP2 inh	HTR5A ag	V-ATPase pHluor	MOR-DOR ag	OPRM1-OPRD1 inv	DAGLB inh	PKA-R1A act	Pemphigus Ab inh
COc1cc(C(=O)O)cc(Br)c1OC1CCCC1	5	-3	11	11*	3	-0.5	3	1	1	111
Cc1ccc(NC(=O)CSC2=NN3CCCC(=O)N=C3S2)cc1Cl	3	-23	5	8	-1	1.2	-10	-3	5	120
Cc1cccc(C)c1NC(=O)c1cc(S(=O)(=O)N2CCc3ccccc32)cn1C	-8	-20	2	6	-1	-1.5	9	-3	-4	87
CC(=O)Nc1ccc(C(=O)CN2C(=O)CSC2=O)cc1	1	-1	-8	2	2	0.6	-3	1	9	108
CC(C)(C)NC(=O)NC(=O)COC(=O)Cc1ccc(Cl)cc1Cl	-16	-5	54	2	0	3.5	-16	0	-9	/
COc1cc(C)ccc1Oc1nc(-c2ccccc2O)nc2ccccc12	-4	-6	17	2	6	-1.9	10	-1	-7	99
Cc1ccc(S(=O)(=O)NCCn2cnc([N+](=O)[O-])n2)cc1	-2	-15	36	0	1	-1.5	8	-3	21*	97
O/C(=C\c1nc2ccccc2[nH]1)c1cccs1	7	20	13	-8	4	0.0	0	-5	2	106
OC1O[C@H](c2ccc3c(c2)OCO3)[C@H]2CO[C@H](c3ccc4c(c3)OCO4)[C@@H]12 (stereo partly specified)	-6	9	-7	6	-2	-0.7	4	-3	-8	103
COc1cc(CNn2nnnc2N)cc(Br)c1OCC(=O)NC(C)(C)C	-3	4	12	-1	3	-1.9	9	-2	-3	/
CC1CCc2nn(CC(=O)Nc3c(F)cc(F)cc3Br)cc2C1 (stereo unspecified)	-5	17	0	-6	3	-2.2	11	-3	-12	107
CCC/C=C/c1ccc(CN2C(CC(C)C)C(=O)N(Cc3cn(CCOCOC)nn3)CCS2(=O)=O)cc1 (stereo unspecified)	-5	/	/	/	-1	/	/	-3	-12	/
O=C1Cc2ccccc2N1c1ccccc1	-10	-5	-3	2	2	-4.5	27	0	-9	/
Cc1cc(=O)n(CC(=O)Nc2cc(Cl)ccc2C)c(C(C)C)n1	-6	7	3	5	-2	1.9	-10	-6	-4	100
CN(C)c1ccc(C=NNC(=S)Nc2ccc(F)cc2)cc1	10	-3	35	1	-2	-0.1	0	0	-4	89
CCCN(CC1CC1)C(=O)COC(=O)c1oc2c(F)cccc2c1C	-8	8	-10	-3	0	-1.4	6	-9	-5	103
CC(=O)c1c(C)n(-c2ccccc2)c2ccc(OCC(O)CN3CCOCC3)cc12 (stereo unspecified)	-1	6	-3	-2	0	2.3	-15	-1	-8	100
CCNc1nc(N2CCCC2)nc(N2CCCC2)n1	0	3	33	-1	0	-5.1	25	-2	-2	95
Cc1ccc(NC(=O)C(C)Oc2ccccc2)cc1S(=O)(=O)N1CCCCCC1 (stereo unspecified)	-8	-12	32	0	2	0.3	-1	-6	-2	102
COc1ccc(N2C(=O)CSC2c2ccccc2[N+](=O)[O-])cc1 (stereo unspecified)	-4	5	20	-2	9	-2.2	11	-4	-2	115
CCCC(c1nnnn1Cc1ccc(OC)cc1)N1CCC(C(N)=O)CC1 (stereo unspecified)	-1	-3	-4	1	0	-1.9	8	-1	-2	100
Cc1c(Cl)cccc1NC(=O)CNC(=O)CCCc1nc2ccccc2c(=O)[nH]1	-5	11	-7	-4	-1	-3.0	16	1	-22	105
[2H]C(CCOS(N)(=O)=O)c1ccccc1 (stereo unspecified)	-2	-13	-7	4	1	-3.3	15	2	-6	111
O=C(NC1CCCC1)C(c1ccccc1F)N(C(=O)c1ccco1)C1CCCC1 (stereo unspecified)	3	17	8	-6	-2	-3.2	17	-2	-12	103
C=C1C(=O)C=C[C@]2(C)C[C@@H]3OC(=O)[C@](C)(O)[C@H]3C[C@@H]12	-2	4	15	4	-3	-2.2	13	-4	-11	104

The list continues:
SMILES	PKA-R2B act	HTR5A inv ag	Arrestin-AP2 inh	HTR5A ag	V-ATPase pHluor	MOR-DOR ag	OPRM1-OPRD1 inv	DAGLB inh	PKA-R1A act	Pemphigus Ab inh
CC(C(=O)O)n1cnc2sc3c(c2c1=O)CCCC3 (stereo unspecified)	8	-11	-11	4	-1	-1.7	9	-1	15	96
CC(=O)c1c(N2CCN(C(=O)C3CCCO3)CC2)nc(=S)n(-c2ccccc2)c1C (stereo unspecified)	-4	4	-39	-2	0	-2.5	14	1	3	104
COC(=O)c1cn(NC(=O)c2cccc(N(C)C)c2)c(=O)c2ccccc12	-6	-5	0	9.2*	13	0.6	-4	-3	2	119
COc1ccc(CCNC(=O)COC(=O)C2CCCCC2)cc1	6	-20	41	6	-4	1.0	-6	2	8	97
Nc1nonc1-c1nc2ccccc2n1CC(=O)N/N=C/c1ccc(-c2cccc(C(=O)O)c2)o1	7	/	1	/	1	/	/	2	-8	104
Cc1cccc(N2CCN(C(=O)c3cc4c(=O)[nH]c5ccccc5c4n3C)CC2)c1C	-8	-1	23	2	1	-0.2	1	3	0	97

Nine entries from above, set out differently.
SMILES,PKA-R2B act,HTR5A inv ag,Arrestin-AP2 inh,HTR5A ag,V-ATPase pHluor,MOR-DOR ag,OPRM1-OPRD1 inv,DAGLB inh,PKA-R1A act,Pemphigus Ab inh
[2H]C(CCOS(N)(=O)=O)c1ccccc1 (stereo unspecified),-2,-13,-7,4,1,-3.3,15,2,-6,111
O=C(NC1CCCC1)C(c1ccccc1F)N(C(=O)c1ccco1)C1CCCC1 (stereo unspecified),3,17,8,-6,-2,-3.2,17,-2,-12,103
C=C1C(=O)C=C[C@]2(C)C[C@@H]3OC(=O)[C@](C)(O)[C@H]3C[C@@H]12,-2,4,15,4,-3,-2.2,13,-4,-11,104
CC(C(=O)O)n1cnc2sc3c(c2c1=O)CCCC3 (stereo unspecified),8,-11,-11,4,-1,-1.7,9,-1,15,96
CC(=O)c1c(N2CCN(C(=O)C3CCCO3)CC2)nc(=S)n(-c2ccccc2)c1C (stereo unspecified),-4,4,-39,-2,0,-2.5,14,1,3,104
COC(=O)c1cn(NC(=O)c2cccc(N(C)C)c2)c(=O)c2ccccc12,-6,-5,0,9.2*,13,0.6,-4,-3,2,119
COc1ccc(CCNC(=O)COC(=O)C2CCCCC2)cc1,6,-20,41,6,-4,1.0,-6,2,8,97
Nc1nonc1-c1nc2ccccc2n1CC(=O)N/N=C/c1ccc(-c2cccc(C(=O)O)c2)o1,7,/,1,/,1,/,/,2,-8,104
Cc1cccc(N2CCN(C(=O)c3cc4c(=O)[nH]c5ccccc5c4n3C)CC2)c1C,-8,-1,23,2,1,-0.2,1,3,0,97

High-throughput results from PubChem BioAssay.
